HEK293 NOD2/NF-kB: inhibition of NOD2-driven NF-kB reporter – cell-based, luminescence, uHTS, HEK293 (AID 1566) | HEK293 NOD2/NF-kB luciferase reporter, luminescence; higher % means a stronger effect | one-dose inhibition, % at 4 µM; EC50 in µM for titrated hits | 290,000 tested, 0.63% active; note: many of its hits are not listed in these tables
KOR beta-arrestin-1: KOR agonists, beta-arrestin recruitment, primary screen, cell-based, luminescence, uHTS (AID 1777); KOR beta-arrestin recruitment, luminescence; higher % means a stronger effect; activation, % at 10 µM, or EC50 in µM where a hit was titrated; 280,000 tested, 0.02% active; in the data active = activation above about 50%, passing the limit was not always enough; note: a part of the inactive calls stands beside numbers as strong as those of hits
GPR55 activation: selective activators of receptor GPR55 – imaging, U2OS cells, beta-arrestin-GFP redistribution, primary screen (AID 1961). activation, % at 10 µM; hits with a dose series show EC50 in µM. 290,000 tested, 0.048% active. U2OS GPR55 beta-arrestin-GFP redistribution imaging; higher % means a stronger effect;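 active = activation above 40% with more than 50 cells counted in the well; inconclusive = wells holding fewer than 50 cells, flagged as toxic or sparse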;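 note: U2OS osteosarcoma cells stably expressing GPR55 and beta-arrestin-GFP; plate controls were DMSO negative control for no effect and LPI positive control for full effect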
GPR35 antagonists: GPR35 antagonists blocking zaprinast-driven arrestin recruitment, primary screen, imaging, U2OS, beta-arrestin-GFP, zaprinast agonist (AID 2058) | U2OS GPR35 beta-arrestin-GFP translocation imaging, zaprinast antagonism; higher % means a stronger effect | one-dose inhibition, % at 10 µM; IC50 in µM for titrated hits | 290,000 tested, 0.052% active;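 active = inhibition of at least 50% with at least 30 cells and total cytoplasm GFP at most 10,000,000; inconclusive = under 30 cells or total GFP of 10,000,000 plus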
GPR55 antagonists: GPR55 antagonists blocking LPI-driven arrestin recruitment, primary screen, imaging, U2OS, beta-arrestin-GFP, LPI agonist (AID 2013); inhibition, % at 10 µM, or IC50 in µM where a hit was titrated; 290,000 tested, 0.13% active; U2OS GPR55 beta-arrestin-GFP translocation imaging, LPI antagonism; higher % means a stronger effect;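 active = spots per cell inhibited over 60%, with over 100 cells counted and total cytoplasm intensity under 500,000; inconclusive = wells with under 100 cells, flagged as likely toxic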;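 note: U2OS cells stably carrying GPR55 and arrestin-GFP stimulated by 5 µM LPI near EC80; imaged beta-arrestin-GFP aggregate spots per cell after agonist stimulation; plate controls were LPI-stimulated DMSO wells for no effect and DMSO wells without LPI for full effect; some results filed as inactive read as strong as hits; confirmed hits need IC50 under 10 µM and bright autofluorescent wells are also inconclusive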
Myeloid diff MLP: promotes myeloid progenitor differentiation. 360,000 tested, 1% active. calls only at 10 µM. ER-HoxA9 myeloid progenitors, lysozyme-GFP differentiation, flow cytometry;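 active = normalized GFP-positive differentiation at or above the plate's own cutoff, the solvent-only control mean plus 3 SD; inconclusive = no clear call, values can overlap the other calls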;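 note: cells exposed to compound for four days before flow analysis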
NOD1 NF-kB reporter: NOD1 signaling inhibitors, primary screen, cell-based, luminescence, uHTS (AID 1578) | NOD1-driven NF-kB luciferase reporter cells, luminescence; higher % means a stronger effect | 290,000 tested, 1% active | inhibition, % at 4 µM; hits with a dose series show EC50 in µM; in the data active = inhibition mostly above about 36%, no sharp cut-off; inactive = mostly below about 34%;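 note: HEK-293T reporter cells stimulated with the NOD1 agonist gamma-tri-DAP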
HIV fusion peptide: inhibitors of HIV fusion peptide binding, primary screen, biochemical, uHTS, fluorescence dequenching (AID 1986). cell-free peptide binding, fluorescence dequenching, 30 min; higher % means a stronger effect. one-dose inhibition, % at 20 µM; IC50 in µM for titrated hits. 290,000 tested, 0.3% active; in the data active = inhibition mostly above about 52%, no sharp cut-off; inactive = mostly below about 76%; note: some results filed as inactive read as strong as hits
KOR beta-arrestin-2: kappa opioid receptor blockers – cell-based, luminescence, uHTS (AID 1778) | KOR beta-arrestin recruitment, luminescence, antagonist mode; higher % means a stronger effect | inhibition, % at 10 µM; hits with a dose series show IC50 in µM | 290,000 tested, 0.091% active; note: strong numbers were not always called active
Myeloid diff MLP GFP+ MAC1+ %: second read-out of Myeloid diff MLP, no call of its own (marks repeat the call); GFP+ MAC1+ double positive, %; measured here: differentiation confirmed by MAC1 staining
An asterisk follows results filed as active; i = inactive; ? = inconclusive; / = not tested or not shown; [ ] = remark or other dose. Cut-off read from the data, not from the text of the source, unless noted: active = inhibition above about 50%; inactive = the rest. Only part of the results is shown; count on the stated rates, not on these rows.

Start of the listing, in advance, 12 compounds:
SMILES	HEK293 NOD2/NF-kB	KOR beta-arrestin-1	GPR55 activation	GPR35 antagonists	GPR55 antagonists	Myeloid diff MLP	Myeloid diff MLP GFP+ MAC1+ %	NOD1 NF-kB reporter	HIV fusion peptide	KOR beta-arrestin-2
O=C(COC(=O)c1cc2ccccc2oc1=O)c1cccc([N+](=O)[O-])c1	1%	5.7%	-0.3%	0%	6%	i	0.6	-24%	1.6%	19%
O=C(CNC(=O)C1CCCCC1)OCC(=O)c1ccc(Br)cc1	-12%	-1.5%	0.3%	-24%	-4%	i	0.6	-42%	0.0%	-10%
CC(C)Cn1c(N)c(C(=O)COC(=O)c2ccc(Cl)cc2)c(=O)n(C)c1=O	20%	1.0%	-0.6%	-11%	9%	i	0.2	5%	0.3%	-2%
Cc1ccn(CCC(=O)NC2CC(C)(C)Cc3c2cnn3-c2ccccc2C)n1 (centres undefined)	7%	-0.4%	0.0%	9%	11%	i	1.2	-22%	-1.1%	2%
COCCn1c(C)cc(C(=O)COC(=O)CNC(=O)c2ccccc2)c1C	14%	3.2%	0.6%	-1%	8%	i	0.2	-5%	0.9%	-4%
Cc1ccc(-c2nnc(N3CCN(C(=O)CN4CCOCC4)CC3)c3ccccc23)cc1	15%	-2.0%	-0.1%	-12%	6%	i	0.9	-11%	1.2%	-4%
COc1ccc(N2CCN(S(=O)(=O)CCNC(=O)c3ccc(Br)o3)CC2)cc1	12%	-0.9%	0.5%	-3%	1%	?	/	-11%	-1.7%	4%
CSc1ncccc1C(=O)OCC(=O)c1cc(C)n(CC2CCCO2)c1C (centres undefined)	6%	1.3%	-0.2%	-3%	-2%	i	0.4	-13%	-1.6%	-4%
Cc1oc(-c2ccccc2F)nc1CN1CCC(C(=O)NCc2cccnc2)CC1	-10%	4.7%	0.3%	-1%	8%	i	0.3	-16%	-0.4%	-8%
CC(=O)NCCC(=O)N1CCCC(CNC(=O)c2ccc(-c3ccccc3)cc2)C1 (centres undefined)	-14%	/	0.4%	7%	-5%	i	0.4	-39%	-1.2%	-28%[20 µM]
CCOC(=O)CSc1nnc(-c2ccoc2C)n1-c1ccc(OCC)cc1	6%	4.8%	0.3%	12%	7%	i	0.7	-26%	1.2%	9%
C/C(CC(=O)Nc1ccc2c(c1)OCO2)=N\NC(=O)c1ccccc1N	-40%	6.1%	-0.1%	-7%	4%	i	0.7	22%	-4.5%	4%

Main list, from the start:
SMILES	HEK293 NOD2/NF-kB	KOR beta-arrestin-1	GPR55 activation	GPR35 antagonists	GPR55 antagonists	Myeloid diff MLP	Myeloid diff MLP GFP+ MAC1+ %	NOD1 NF-kB reporter	HIV fusion peptide	KOR beta-arrestin-2
O=C(COC(=O)c1cc2ccccc2oc1=O)c1cccc([N+](=O)[O-])c1	1%	5.7%	-0.3%	0%	6%	i	0.6	-24%	1.6%	19%
O=C(CNC(=O)C1CCCCC1)OCC(=O)c1ccc(Br)cc1	-12%	-1.5%	0.3%	-24%	-4%	i	0.6	-42%	0.0%	-10%
CC(C)Cn1c(N)c(C(=O)COC(=O)c2ccc(Cl)cc2)c(=O)n(C)c1=O	20%	1.0%	-0.6%	-11%	9%	i	0.2	5%	0.3%	-2%
Cc1ccn(CCC(=O)NC2CC(C)(C)Cc3c2cnn3-c2ccccc2C)n1 (centres undefined)	7%	-0.4%	0.0%	9%	11%	i	1.2	-22%	-1.1%	2%
COCCn1c(C)cc(C(=O)COC(=O)CNC(=O)c2ccccc2)c1C	14%	3.2%	0.6%	-1%	8%	i	0.2	-5%	0.9%	-4%
Cc1ccc(-c2nnc(N3CCN(C(=O)CN4CCOCC4)CC3)c3ccccc23)cc1	15%	-2.0%	-0.1%	-12%	6%	i	0.9	-11%	1.2%	-4%
COc1ccc(N2CCN(S(=O)(=O)CCNC(=O)c3ccc(Br)o3)CC2)cc1	12%	-0.9%	0.5%	-3%	1%	?	/	-11%	-1.7%	4%
CSc1ncccc1C(=O)OCC(=O)c1cc(C)n(CC2CCCO2)c1C (centres undefined)	6%	1.3%	-0.2%	-3%	-2%	i	0.4	-13%	-1.6%	-4%
Cc1oc(-c2ccccc2F)nc1CN1CCC(C(=O)NCc2cccnc2)CC1	-10%	4.7%	0.3%	-1%	8%	i	0.3	-16%	-0.4%	-8%
CC(=O)NCCC(=O)N1CCCC(CNC(=O)c2ccc(-c3ccccc3)cc2)C1 (centres undefined)	-14%	/	0.4%	7%	-5%	i	0.4	-39%	-1.2%	-28%[20 µM]
CCOC(=O)CSc1nnc(-c2ccoc2C)n1-c1ccc(OCC)cc1	6%	4.8%	0.3%	12%	7%	i	0.7	-26%	1.2%	9%
C/C(CC(=O)Nc1ccc2c(c1)OCO2)=N\NC(=O)c1ccccc1N	-40%	6.1%	-0.1%	-7%	4%	i	0.7	22%	-4.5%	4%
CC1(C)Cc2nc3sc(C(=O)NCCCO)c(N)c3cc2CS1	-72%	-1.3%	-0.1%	19%	4%	i	0.6	-7%	0.6%	-15%[20 µM]
CCOc1cc(C(N)=O)cc(Br)c1OCc1ccccc1	21%	-1.4%	-0.1%	-14%	2%	i	0.7	11%	-0.6%	-18%[20 µM]
O=C1N(c2ccccc2)C[C@@H]2C[C@@H](c3cccc4c3OCO4)N3CCC[C@@]123	-4%	-4.0%	0.4%	6%	-4%	i	0.1	-28%	-0.6%	-1%
Cc1ccc(-n2ccc(=O)c(C(=O)O)n2)cc1	15%	2.1%	-0.1%	12%	2%	i	0.5	-31%	-0.1%	6%
COc1ccc(C2CC(c3ccc(Br)cc3)Nc3nc(N)nn32)cc1 (centres undefined)	-8%	11%	-0.2%	-10%	-4%	i	1.1	-42%	1.1%	-21%
CCS(=O)(=O)c1nc(S(=O)(=O)c2ccc(C)cc2)c(N2CC(C)CC(C)C2)s1 (centres undefined)	24%	1.1%	-0.2%	6%	8%	i	1.8	14%	0.9%	-27%
COc1ccc(N2CCN(S(=O)(=O)CCNC(=O)c3cc(=O)c4ccccc4o3)CC2)cc1	20%	11%	0.2%	8%	-1%	?	/	1%	-0.9%	-26%
COc1ccc(CCCC(=O)O)c(C)c1	-10%	5.0%	-0.5%	-22%	-1%	i	1.5	-22%	1.2%	11%
CN1CCN(c2ccc(NC(=O)c3cccs3)cc2)CC1	-71%	/	-0.1%	-4%	8%	i	0.7	-43%	-1.1%	-46%[20 µM]
COc1ccc(OC)c(NS(=O)(=O)c2ccc(-c3coc(C)n3)cc2)c1	22%	-0.7%	0.2%	6%	-10%	i	3.9	29%	-2.5%	-46%
COc1ccc(C(=O)N/C(=C\c2cn(C)c3ccccc23)C(=O)NCCCN2CCOCC2)cc1OC	29%	-2.6%	-0.2%	6%	4%	i	1.7	-19%	0.4%	28%
CS(=O)(=O)N1N=C(c2ccco2)CC1c1cccc([N+](=O)[O-])c1 (centres undefined)	0%	4.2%	-0.3%	-7%	3%	i	0.5	-1%	-0.6%	0%
CC(C)Cc1cc(C(=O)Nc2sc3c(c2C#N)CCCC3)no1	22%	5.5%	0.3%	-19%	-6%	i	2.4	12%	2.6%	-19%
COc1ccc(OC)c(C2NC(=O)CCC2[N+](=O)[O-])c1 (centres undefined)	8%	-2.0%	0.0%	-6%	6%	i	0.8	-4%	2.6%	14%
CCN(CC)CCCNC(=O)C1CCN(C(=O)c2cc3sccc3n2Cc2ccc(F)cc2)CC1	10%	-0.5%	-0.1%	-12%	2%	i	4.1	-58%	-0.1%	-35%
COc1ccc(C)cc1S(=O)(=O)N(CC(=O)NC1CCCC1)c1ccc(F)cc1	-6%	2.2%	0.3%	26%	18%	/	/	-26%	1.4%	-5%
O=C(CNC(=O)c1ccccc1F)N/N=C/c1ccc2c(c1)OCO2	-33%	1.9%	0.0%	11%	-8%	i	2.9	-34%	-1.8%	7%
Cc1cc(C)c[n+](-c2[nH]c(=O)sc2/C=N/N=C(\[O-])c2cccnc2)c1	-3%	2.4%	-0.2%	-6%	-14%	i	0.7	-22%	2.5%	-50%
CCCn1c(SCC(=O)N2CCCC(C)C2)nnc1-c1ccccn1 (centres undefined)	2%	-0.1%	0.5%	-2%	8%	i	0.5	-20%	0.2%	6%[20 µM]
COc1ccc(/C=N/NC(=O)c2c(C)nnn2-c2nonc2N)cc1OC	5%	-3.9%	0.8%	-8%	12%	i	0.3	-42%	-2.3%	-5%
CC1CC(C)CN(CCCNC(=O)Cn2ncn3cccc3c2=O)C1 (centres undefined)	13%	-2.5%	-0.1%	11%	-10%	i	3.9	-6%	-1.1%	9%
COc1ccc(CC(=O)NC(C)CCc2ccccc2)cc1OC (centres undefined)	20%	4.2%	0.8%	4%	2%	i	1.1	-15%	2.0%	13%
Cc1ccccc1-c1ccccc1N	17%	3.5%	-0.3%	8%	-1%	i	0.7	-13%	2.4%	-2%
CCOc1ccc(NC(=O)CSCc2cnn(-c3ccccc3)c2-n2cccc2)cc1	22%	-7.0%	-0.1%	-10%	6%	i	1.8	-1%	-2.3%	17%
COn1c(C)c(C(C)=O)c2c3no[n+]([O-])c3ccc21	35%	5.9%	-0.1%	12%	-4%	i	1.8	27%	0.4%	14%
O=C(O)/C=C/C(=O)N1CCN(c2ccccc2F)CC1	13%	-3.1%	0.3%	-7%	7%	i	0.2	-8%	1.2%	-20%
CC1CCN(S(=O)(=O)c2ccc(C(=O)NNC(=O)C3CC3)cc2)CC1	17%	7.3%	0.8%	6%	-25%	i	1.9	23%	-0.6%	-16%
Cc1ccc(C)c(-c2nc3cc(N)ccc3o2)c1	-20%	-0.5%	-0.1%	-7%	14%	i	0.8	/	-1.4%	-10%
COc1cc(C2C3=C(CCCC3=O)Nc3[nH]n(-c4ccccc4)c(=O)c32)ccc1O (centres undefined)	48%	4.0%	0.2%	10%	-16%	i	12	15%	0.4%	-12%
O=C(c1cccc(-n2cnnn2)c1)N1CC=C(c2ccccc2)CC1	-6%	-2.5%	-0.1%	-2%	9%	i	0.0	8%	-0.4%	-7%
CCCCN(CC)CCCNC(=O)c1cn(CC(C)C)c(=O)c2c1c1ccccc1n2C	20%	1.0%	0.3%	7%	-7%	i	0.3	-6%	2.3%	-22%
Cc1cc([N+](=O)[O-])nn1CC(=O)Nc1cccc2nonc12	2%	1.0%	-0.1%	-9%	0%	i	0.3	-26%	4.1%	-29%
